Compound activity deposited in PubChem by ICCB-Longwood Screening Facility, Harvard Medical School.
Polio RdRp inh: poliovirus RNA polymerase inhibition | P03300 | % elongation, % (compound at 16.7 µg/mL) | 150,000 compounds, 0.66% hits | poliovirus polymerase elongation, fluorescence polarization; hits give low values; in the data active means % elongation below about 90%; further: some results filed as inactive read as strong as hits
Target sequence (P03300 1749-2209 limits assumed): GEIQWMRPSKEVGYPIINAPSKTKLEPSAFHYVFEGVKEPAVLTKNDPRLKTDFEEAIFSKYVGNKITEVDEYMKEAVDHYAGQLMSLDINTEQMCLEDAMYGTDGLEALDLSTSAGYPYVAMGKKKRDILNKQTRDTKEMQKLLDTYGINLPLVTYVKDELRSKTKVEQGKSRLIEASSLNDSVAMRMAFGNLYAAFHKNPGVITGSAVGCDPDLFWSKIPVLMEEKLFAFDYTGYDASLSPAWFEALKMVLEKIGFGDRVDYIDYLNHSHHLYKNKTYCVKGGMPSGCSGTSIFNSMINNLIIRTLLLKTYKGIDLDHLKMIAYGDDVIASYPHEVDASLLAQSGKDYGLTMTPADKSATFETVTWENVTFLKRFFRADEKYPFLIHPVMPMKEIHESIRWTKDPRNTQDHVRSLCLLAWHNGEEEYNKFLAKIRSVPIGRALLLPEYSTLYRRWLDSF
Polio RdRp inh FP z-score: also measured in Polio RdRp inh; calls as there; z-score; measured here: FP z-score; hits read low
Starred values were filed as active, the others as inactive. These rows are one share of the data; the hit share may differ from the screen's.

Start of the data: the first 4 entries, to show the layout:
SMILES | Polio RdRp inh | Polio RdRp inh FP z-score
COc1ccccc1CC(=O)N1CCCC(C)C1 (configuration not stated) | 103 | 0.1
CCN1CCN(C(C)C(=O)Nc2ccc3c(c2)OCO3)CC1 (configuration not stated) | 103 | 0.4
Cc1nnsc1-c1n[nH]c(C)c1C(=O)NN | 104 | 0.7
CCCCN(C)S(=O)(=O)c1ccc2c(c1)CCCC(=O)N2 | 99 | -1.4

All compounds of this part, repeating the preview:
SMILES | Polio RdRp inh | Polio RdRp inh FP z-score
COc1ccccc1CC(=O)N1CCCC(C)C1 (configuration not stated) | 103 | 0.1
CCN1CCN(C(C)C(=O)Nc2ccc3c(c2)OCO3)CC1 (configuration not stated) | 103 | 0.4
Cc1nnsc1-c1n[nH]c(C)c1C(=O)NN | 104 | 0.7
CCCCN(C)S(=O)(=O)c1ccc2c(c1)CCCC(=O)N2 | 99 | -1.4
CCOc1ccc(OCCC(=O)Nc2ccc(S(=O)(=O)N(C)C)cc2)cc1 | 100 | -0.5
COC(=O)C1=C(NNc2ncc(Cl)cc2C(F)(F)F)CSC1 | 102 | 0
Nc1nonc1-c1nc2ccccc2n1CC(=O)N1CCN(c2ccc(F)cc2)CC1 | 99 | -0.7
COC(=O)c1ccccc1NC(=O)Cn1c(=O)n(CCC(=O)NCc2ccccc2OC)c(=O)c2ccccc21 | 106 | -0.1
COc1ccc(CCNC(=O)C(=O)NCC(c2ccc3c(c2)OCO3)N2CCOCC2)cc1 (configuration not stated) | 108 | 0.3
CCOc1ccc(S(=O)(=O)c2cn(C)c3ccccc3c2=O)cc1 | 105 | 0.3
CCC(OC(=O)CN1C(=O)c2ccccc2C1=O)C(=O)NC1CCCC1 (configuration not stated) | 100 | -0.6
CC(C)OCC(O)CSc1nc2ccccc2s1 (configuration not stated) | 101 | -0.4
Cc1ccc(S(=O)(=O)c2cn(C)c3cc(N4CCCC(C)C4)c(F)cc3c2=O)c(C)c1 (configuration not stated) | 103 | -0.9
Cc1ccc(SCCC#N)cc1 | 105 | 0.5
CC(=O)N1CCc2cc(CNS(=O)(=O)c3ccccc3C(F)(F)F)ccc21 | 106 | -0.3
COC(=O)c1ccc(OC(=O)c2sccc2C)cc1 | 106 | 0.5
O=C(NCCc1ccccc1)c1ccc(CS(=O)(=O)c2ccc(Br)cc2)o1 | 102 | -0.4
O=C(N/N=C/C=C/c1ccccc1)c1cc(C2CC2)[nH]n1 | 103 | 0.2
CC(C(=O)NCC1CCCCC1)N1CCN(S(=O)(=O)/C=C/c2ccccc2)CC1 (configuration not stated) | 105 | 0.3
O=C(Cc1csc(N2CCOCC2)n1)N/N=C/c1cccc(O)c1 | 104 | 0.2
Cc1ccc2c(CNC3CCC(C)CC3)c(C(=O)O)n(Cc3cccc(F)c3)c2c1 (configuration not stated) | 108 | -0.1
CCOC(=O)c1c(C)[nH]c(C)c1C(=O)CSc1cccc[n+]1[O-] | 100 | -0.2
O=c1c2sc(=S)n(Cc3ccco3)c2nc(SCc2ccccc2)n1-c1ccccc1 | 102 | 0.3
Cn1c(Nc2ccccc2)nc2ccccc21 | 104 | 0.5
O=C(COc1cccc2c1CCN(Cc1ccccc1)C2=O)Nc1ccc2c(c1)OCCO2 | 100 | -0.1
Cc1cc(C)c(Cn2cnc3nc4c(cc3c2=O)CCCC4)c(C)c1 | 106 | -0.1
CN(Cc1ccc(F)cc1)S(=O)(=O)c1nnc(NC(=O)c2ccccc2Cl)s1 | 109 | 0.7
CC(=N\O)/C(=N\O)c1cccs1 | 98 | -0.5
O=C(CSC1=NCCS1)Nc1ccccc1C(F)(F)F | 103 | 0.2
Clc1ccc(CSc2nc(NCCc3ccccc3)c3ccccc3n2)cc1 | 108 | 0.5
FC(F)(F)c1ccc(NCn2nnc3ccccc32)cc1 | 102 | 0.2
Cc1nn(C(=O)c2ccccc2F)c(C)c1S(=O)(=O)N1CCOCC1 | 104 | -0.6
COc1ccc(S(=O)(=O)NCCc2csc(-c3ccc(F)cc3)n2)cc1 | 107 | 0.1
Cc1nnc(NC(=O)c2cccc(Cl)c2)s1 | 102 | 0.2
Cc1nn(-c2ccccc2)nc1CNC(=O)c1ccc(N(C)C)cc1 | 103 | 0
O=C(Cc1ccc(-c2ccccc2)cc1)NCCS(=O)(=O)N1CCN(c2ccc(F)cc2)CC1 | 104 | -0.7
CCN(CC)c1ccc(C(=O)NCc2ccc3c(c2)CCN3C(=O)c2ccc(F)cc2)cc1 | 106 | -0.2
O=C(C(Cc1ccccc1)NS(=O)(=O)c1ccc(F)cc1)N1CCC2(CC1)OCCO2 (configuration not stated) | 101 | -0.2
Cc1cc(C(=O)COc2ccc(F)cc2)c(C)n1-c1ccccc1 | 103 | 0.3
O=c1[nH]c2ccc(NCc3ccc(-c4ccc(F)cc4)o3)cc2[nH]1 | 111 | 1.1
CCC(=O)Nc1nnc(S(=O)(=O)N2c3ccccc3CC2C)s1 (configuration not stated) | 111 | 0.7
Cc1cc(NCCN(C)C)n2nc(C)c(-c3ccccc3)c2n1 | 104 | 0.4
Clc1ccc2[nH]c3nc4ccccc4nc3c2c1 | 100 | 0
Cc1ccccc1NC(=O)Cn1c(=O)n(CCCCC(=O)NCc2ccccc2Cl)c(=O)c2ccccc21 | 105 | -0.3
Cc1cccc(-c2noc(CNS(=O)(=O)c3ccccc3)n2)c1 | 103 | 0.3
Cc1ccsc1C(=O)OCC(=O)Nc1ccccc1 | 99 | -0.8
CCOC(=O)c1c(NC(=O)C(C)(C)C)sc2c1CCCC2 | 103 | 0.8
CCN1CCN(C(=O)c2ccccc2NS(C)(=O)=O)CC1 | 103 | 1.2
COc1ccc2cc3cc(C(=O)NCc4ccccn4)oc3nc2c1 | 98 | -0.7
Cc1ccc(S(=O)(=O)N2CCc3cc(C(=O)Nc4c(C)cccc4C(C)C)ccc32)cc1 | 108 | 0.6
COc1ccc(N(CC(=O)N2CCN(c3cccc(C)c3C)CC2)S(=O)(=O)c2c(C)noc2C)cc1 | 108 | 0.7
O=C(Nc1ccc2c(c1)OCO2)[C@H](Cc1ccccc1)N1Cc2ccccc2C1=O | 100 | -0.1
Cc1oc(-c2ccccc2F)nc1CS(=O)(=O)CC(=O)N1CCN(c2cccc(C(F)(F)F)c2)CC1 | 107 | 0.7
Cc1ccc(-c2nnc(Nc3cccc(O)c3)c3ccccc23)cc1S(=O)(=O)NCC1CCCO1 (configuration not stated) | 109 | 1.2
O=C(/C=C/c1c(Cl)nc2sccn12)OCc1cc(=O)n2c3c(sc2n1)CCCC3 | 105 | 0.3
C/C(=C\C(=O)c1ccc(C)o1)Nc1ccc(Nc2ccccc2)cc1 | 104 | 2
COC(=O)c1ccc(COC(=O)c2cccc(C#N)c2)o1 | 106 | 0.3
COc1ccc(N2CCN(C(=O)c3cnc(N4CCOCC4)c4ccccc34)CC2)cc1 | 109 | 0.3
Cc1csc2c(N3CCN(C(=S)NCC4CC4)CC3)ncnc12 | 101 | -0.1
CCCCn1cnc2c1c(=O)n(CC(=O)Nc1ccc(CC)cc1)c(=O)n2CCC | 102 | -0.3

(continued)
SMILES | Polio RdRp inh | Polio RdRp inh FP z-score
Cc1ccc(C)c(CNC(=O)c2ccc3c(c2)nc2n3CCC(C)C2)c1 (configuration not stated) | 111 | 0.6
CC(Sc1ncn(-c2ccccc2)n1)C(=O)Nc1ccc(Cl)cc1 (configuration not stated) | 100 | -0.4
Cc1ccc(-c2nc(-c3ccccc3)no2)cc1 | 100 | -0.1
CC(C)(C)N1CC(OC(=O)CCC(=O)O)C1 | 95 | -2
c1ccc(-c2nnc(OCC3CCCO3)c3ccccc23)cc1 (configuration not stated) | 105 | 0.9
CCOC(=O)c1cnn(C(=O)c2c(C)nc3ccccn23)c1N | 108 | 0.6
COCCN(Cc1ccc(C)c(Br)c1)S(=O)(=O)c1c[nH]c(C(=O)OC)c1 | 102 | 0.7
COc1ccc2c(c1)c(=O)c1ccoc1n2C | 98 | -0.5
Cc1nc2cc(C(=O)NCCC3=CCCCC3)ccc2n1-c1ccc(Br)cc1 | 108 | 0.6
COc1ccc(CNc2nc3c(-c4ccc(C)cc4)nnn3c3ccccc23)cc1 | 106 | 0.6
CCC1(CC)C(=O)NC(=NCc2ccc(OC)cc2)N(C)C1=O | 102 | 0.2
Cc1ccc(C)c(N2CCN(C(=O)CCCn3ncn4c(cc5occc54)c3=O)CC2)c1 | 110 | 0.7
COc1ccc(C(=O)OCC(N)=O)cc1 | 101 | -0.4
O=C(COC(=O)C(Cc1ccccc1)N1C(=O)c2ccccc2C1=O)Nc1ccc2[nH]c(=O)[nH]c2c1 (configuration not stated) | 103 | 0.1
COc1ccccc1C1CC(=O)NC(C)=C1C(=O)OC1CCCCCC1 (configuration not stated) | 109 | 1
COc1ccc2c(c1OC)C(=O)O[C@H]2[C@H]1c2cc3c(cc2CCN1C)OCO3 | 100 | 0.1
CC(=O)Nc1nonc1-c1nnc(SCc2cccc(Br)c2)n1C | 115 | 1.9
S=C(NCc1cccs1)Nc1ccccc1 | 101 | -0.3
CC1CN(S(=O)(=O)c2ccc(C(=O)N=c3sc4cccc(Cl)c4n3C)cc2)CC(C)O1 (configuration not stated) | 105 | 0.5
CCN1CCN(c2ccc(NC(=O)c3cccc4c3C(=O)N(Cc3cccnc3)C4)cc2)CC1 | 99 | -0.4

Complete entries, looked up by structure. Order of values: Polio RdRp inh, Polio RdRp inh FP z-score
Record of COCCN(Cc1ccc(C)c(Br)c1)S(=O)(=O)c1c[nH]c(C(=O)OC)c1 = 102, 0.7
Record of O=C(COC(=O)C(Cc1ccccc1)N1C(=O)c2ccccc2C1=O)Nc1ccc2[nH]c(=O)[nH]c2c1 (configuration not stated) = 103, 0.1

Next entries
SMILES | Polio RdRp inh | Polio RdRp inh FP z-score
CC(C)CN(CC(C)C)Cn1[nH]c(-c2cccs2)nc1=S | 104 | 0.2
CC1CC(C)CN(C(=O)C(C)N(C)CC(=O)Nc2ccccc2Cl)C1 (configuration not stated) | 108 | 0.6
O=C(COc1ccc(Cl)cc1)Nc1nnc(S(=O)(=O)N2CCCCCC2)s1 | 103 | -1.1
Cc1ccc(C(=O)CSc2nc(C)cc(C)c2C(N)=O)cc1 | 102 | 0.1
CCCCN(C)S(=O)(=O)c1ccc(C(=O)Nc2sc3c(c2C(=O)OCC)CCN(C(C)C)C3)cc1 | 108 | 0.2
COc1cccc(CNC(=O)CCC(=O)N2CC(C)Sc3ccccc32)c1 (configuration not stated) | 105 | -0.5
S=C(NCc1ccccc1Cl)NC12CC3CC(CC(C3)C1)C2 | 102 | -0.3
CCn1nc(CC(=O)O)c2ccccc2c1=O | 103 | 0.8
c1ccc(-c2nc(CSc3nncn3-c3ccccc3)cs2)cc1 | 102 | 0
Cc1nc(-c2ccc(C)c(N3CCN(C(=O)Nc4ccc(Br)cc4)CC3)c2)no1 | 106 | -0.4
O=C(O)c1cc(S(=O)(=O)NCC2COc3ccccc3O2)ccc1Cl (configuration not stated) | 99 | -0.3
OC1C2CCN(c3ccccc32)C1Cc1ccccc1 (configuration not stated) | 101 | -0.1
CC(=O)c1ccc(N2CCN(C(=O)C3CCN(S(=O)(=O)c4ccc(Br)s4)CC3)CC2)cc1 | 113 | 1.3
CC(C)NC(=O)C1CCC(Cn2c(=O)c3sccc3n(Cc3ccc(F)cc3)c2=O)CC1 (configuration not stated) | 104 | -0.6
Cc1ccc(SCc2nc(-c3ccc(C(=O)NCC(C)c4ccccc4)cc3)oc2C)cc1 (configuration not stated) | 100 | -1.2
COc1ccc(CN2COc3ccc4c(-c5ccc(OC)cc5)cc(=O)oc4c3C2)cc1 | 109 | 0.5
CCn1c(C(=O)N2CCCC2)cc2sc(Cl)cc21 | 104 | 1.3
Cc1cc(F)ccc1NCC(=O)Nc1ccc(C#N)cc1 | 102 | 0
CC(C(=O)NC1CCCC1)n1c2ccccc2c2cn[nH]c(=O)c21 (configuration not stated) | 100 | -0.6
CCOC(=O)c1c(S(=O)(=O)N2CCCC(C(=O)NCc3ccc(Cl)cc3)C2)c(C)n(C)c1C (configuration not stated) | 103 | -0.5
Cc1ccc(Cn2c(C)c3cnn(CC(=O)NCc4ccccc4)c(=O)c3c2C)cc1 | 104 | -0.4
COc1cccc(C(=O)N(c2ccccn2)c2ccccn2)c1 | 101 | -0.4
COc1ccc(-c2c/c(=N\O)c3cc(F)ccc3o2)cc1 | 101 | -0.3
Cn1c(=O)c2c(nc(CN3CCN(c4ccccc4)CC3)n2Cc2c(F)cccc2Cl)n(C)c1=O | 103 | 0.3
CCN(CC1COc2ccccc2O1)Cn1c(=O)oc2ccccc21 (configuration not stated) | 101 | -0.2
Cc1csc(SCC(=O)Nc2ccc(N3CCCCC3)cc2)n1 | 102 | -1.3
CCn1c2ccccc2c2n[nH]c(=S)nc21 | 103 | 0.4
Cc1ccc2c(c1)c1c3n2CCNC3CCC1 (configuration not stated) | 101 | 0.5
O=C(OCCN1CCCCC1)c1cc2ccccc2o1 | 104 | 0.7
COc1cccc(C(=O)N2CCN(C3CCC(c4ccccc4)CC3)CC2)c1OC (configuration not stated) | 101 | 0
NC(=O)/C=C1\NC(=O)CS1 | 100 | -0.3

Compounds shown so far that have a tert-butyl group, in the order listed:
SMILES | Polio RdRp inh | Polio RdRp inh FP z-score
CCOC(=O)c1c(NC(=O)C(C)(C)C)sc2c1CCCC2 | 103 | 0.8
CC(C)(C)N1CC(OC(=O)CCC(=O)O)C1 | 95 | -2
